PPARg SRC-3 ag: PPARgamma-driven SRC-3 recruitment agonism; P37231; biochemical PPARgamma/SRC-3 coactivator recruitment assay; activation, % at 8 µM; actives 0.26% (n = 200,000); AID 731; in the data active means activation above about 23%;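 further: 0% = DMSO and 100% = reference agonist; some compounds past the cut are filed as inactive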
Target sequence (P37231 whole entry, looked up): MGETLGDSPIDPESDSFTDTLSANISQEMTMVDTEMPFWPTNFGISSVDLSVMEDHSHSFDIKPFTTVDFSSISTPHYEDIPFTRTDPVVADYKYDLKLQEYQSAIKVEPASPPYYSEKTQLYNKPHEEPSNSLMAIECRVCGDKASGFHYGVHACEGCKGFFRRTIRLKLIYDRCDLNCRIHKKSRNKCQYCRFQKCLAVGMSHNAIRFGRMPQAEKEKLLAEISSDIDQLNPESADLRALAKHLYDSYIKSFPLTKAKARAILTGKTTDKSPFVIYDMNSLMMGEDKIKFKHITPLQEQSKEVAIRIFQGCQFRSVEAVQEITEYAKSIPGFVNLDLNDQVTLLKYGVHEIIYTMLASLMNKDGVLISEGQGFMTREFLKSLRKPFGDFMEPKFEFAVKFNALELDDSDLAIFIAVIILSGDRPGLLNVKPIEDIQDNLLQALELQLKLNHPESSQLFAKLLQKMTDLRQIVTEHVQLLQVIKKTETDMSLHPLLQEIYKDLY
bIAP activator: increases bovine intestinal alkaline phosphatase activity | purified bovine IAP, CDP-star luminescence, 30 min; hits give high values; fold of DMSO-control signal, blank-subtracted | activation factor at 20 µM | actives 0.17% (n = 200,000) | AID 1016;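 active means activation factor of 2 or more at 20 µM, a signal rise over negative controls twice the positive control's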
Redox H2O2 prof: compounds producing H2O2 with reducing agent – biochemical, NIH compound library profiling, artefact control for MLSCN library redox annotation, primary screen; DTT-dependent redox cycling H2O2, phenol red/HRP absorbance; 100% = 100 µM peroxide control, 0% = buffer; activation, % at 10 µM; actives 0.03% (n = 200,000);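 active means activation of at least 50% relative to the plate's high and low controls in the primary single-dose screen; inactive means activation below 50%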;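 further: compound incubated with DTT at 0.8 mM final as the reducing agent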
L major viab: Leishmania major promastigote growth inhibition; Leishmania major promastigotes, resazurin fluorescence viability; actives 9% (n = 200,000); inhibition, % at 10 µM; in the data active means inhibition above about 50%;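 further: promastigotes grown with compound for 44 hours at 28 °C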
ROMK mod: modulates human ROMK potassium channel activity | B-score at 10 µM | actives 2% (n = 130,000) | P48048 | Tet-inducible ROMK, thallium flux fluorescence; actives lie on both sides | AID 1918;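 active means signal ratio slope over the read window, or its plate-corrected B-score, at least 3 SD from the plate mean, either direction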;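 further: B-score of the F/F0 ratio slope over 7 to 12 s after thallium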
TLR4-MyD88 BLA: TLR4-MyD88 interaction inhibition in cells | inhibition, % at 8.4 µM | HeLa CL3-4 TLR4/MyD88 BLA complementation, FRET ratio | O00206+Q99836 | actives 0.18% (n = 200,000) | AID 861; in the data active means inhibition above about 25%;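 further: 0% = vehicle and 100% = reference inhibitor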
TR-FRET SRC-2 ct: flags TR-FRET format artefacts in PPARgamma SRC-2 recruitment agonist screen | actives 0.4% (n = 200,000) | TR-FRET artefact counter-screen; hits give high values | TR-FRET ratio at 8 µM; in the data active means TR-FRET ratio above about 2000; further: inactives centre near 1500; reference of the scale not given here
PPARg SRC1 recr: agonists of human PPARgamma SRC-1 coactivator recruitment; actives 0.41% (n = 200,000); PPARgamma-SRC-1 coactivator recruitment biochemical assay; activation, % at 8 µM; P37231; AID 631; in the data active means activation above about 19%;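 further: 0% = DMSO and 100% = reference agonist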
PPARg SRC2 recr: agonists of SRC-2 recruitment by human PPARgamma; actives 0.34% (n = 200,000); P37231; PPARgamma LBD-SRC-2 recruitment, biochemical; activation, % at 8 µM; in the data active means activation above about 22%;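 further: 0% = vehicle and 100% = reference agonist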
bIAP inhibitor: intestinal alkaline phosphatase (bovine) inhibition. purified bovine IAP, CDP-star luminescence, 30 min. inhibition, % at 20 µM. AID 1019. 190,000 tested, under 10 active;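 active means over 50% inhibition of intestinal alkaline phosphatase at 20 µM in the single-dose screen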
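System: Purified bovine intestinal alkaline phosphatase (IAP) enzyme | Input: IAP diluted 1/65,000,000 in the well | Also added: CDP-star chemiluminescent phosphatase substrate, 30 µM final | Dosing: 20 µM single dose | Times: Enzyme reaction for 30 min at room temperature | Detection: Luminescence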
S1P3 antag: S1P3 (human) receptor antagonism | CHO S1P3 NFAT-BLA reporter, FRET fluorescence, antagonist mode | actives 0.27% (n = 170,000) | AID 485 | Q99500 | inhibition, % at 4.98 µM;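 active means inhibition above the plate cutoff, the mean inhibition of test wells on that plate plus 3 SD, cut at about 28% in these data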;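 further: cells challenged with S1P at its EC80 of 0.8 µM; blue over green emission ratio from cleaved BLA substrate after 4 h stimulation; 0% = S1P-stimulated wells and 100% = unstimulated DMSO-only wells; some compounds past the cut are filed as inactive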
Target sequence (Q99500 whole entry, looked up): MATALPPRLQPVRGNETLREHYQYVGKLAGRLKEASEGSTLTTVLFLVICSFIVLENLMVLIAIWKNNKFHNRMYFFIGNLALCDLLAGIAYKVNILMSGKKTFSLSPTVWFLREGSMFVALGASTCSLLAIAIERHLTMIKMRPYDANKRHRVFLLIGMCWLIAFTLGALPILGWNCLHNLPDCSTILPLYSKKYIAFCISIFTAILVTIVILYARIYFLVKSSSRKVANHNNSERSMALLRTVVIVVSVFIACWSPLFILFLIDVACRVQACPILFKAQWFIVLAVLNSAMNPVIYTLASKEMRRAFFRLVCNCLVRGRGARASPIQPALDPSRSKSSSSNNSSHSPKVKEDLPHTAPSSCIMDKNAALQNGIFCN
The depositor's hits bear a star; · = not tested or not shown.

SMILES	PPARg SRC-3 ag	bIAP activator	Redox H2O2 prof	L major viab	ROMK mod	TLR4-MyD88 BLA	TR-FRET SRC-2 ct	PPARg SRC1 recr	PPARg SRC2 recr	bIAP inhibitor	S1P3 antag
CCOc1ncccc1C(=O)NCc1ccccc1Cl	4	1.1	-0.2	-1	-0.19	7	1560	5	6	-13	3
O=C(COC(=O)c1cccc(C(=O)OCC(=O)NC2CC2)n1)NC1CC1	-2	1	-1.8	2	0.68	-5	1546	-4	-6	0	-9
Cc1ccc(S(=O)(=O)NNC(=O)C2COc3ccccc3O2)cc1C (stereo not drawn)	-1	1.2	-0.6	-6	0.097	0	1530	2	-5	-22	11
O=C(Cn1cnc2c(nnn2-c2ccc(F)cc2)c1=O)NCC1CCCO1 (stereo not drawn)	3	0.9	0.6	-10	0.031	6	1560	1	14	12	-4
O=S(=O)(c1ccc(C2CCCCC2)cc1)N1CCCC1	6	0.8	-9.1	4	·	1	1694	0	4	24	·
CCN(CC)S(=O)(=O)c1ccc2nc(NC(=O)c3ccco3)sc2c1	1	1.1	0.8	-1	-1.1	-8	1614	1	3	-11	-10
CCCNCc1cc(OCC)c(OCC(=O)Nc2ccccc2)cc1Br	0	1	0.2	33	-0.56	-12	1597	11	14	-3	-13
Cc1ccc(SC(C)C(=O)NCC(C)C)cc1 (stereo not drawn)	1	0.9	0.2	-5	·	-10	1672	3	2	14	4
Cc1ccccc1C(=O)NNC(=S)NC(=O)COc1ccccc1	-6	1.3	0.3	4	1.8	0	1319	5	4	-27	·
COc1ccc(CCCc2nnc(SCC(=O)N/N=C\c3ccc(O)c(OC)c3)o2)cc1C	-6	0.9	-4.3	26	-0.31	-7	1565	1	4	6	·
COc1ccc(OCC(=O)Nc2ccc(S(=O)(=O)N3CCOCC3)cc2)cc1	-1	0.8	3.0	-3	·	1	1407	-7	11	16	-2
COc1ccc(-n2c(=O)[nH]cc(C(=O)N3CCCc4ccccc43)c2=O)cc1	-11	1	-0.3	-4	-0.41	-4	1814	3	6	1	12
O=C(Oc1cccc([N+](=O)[O-])c1)N1CCCCC1	2	1	-0.5	15	-0.91	-24	1543	-10	1	-2	19
Cc1ccccc1C(=O)NNC(=O)c1ccoc1C	12	1.1	-5.0	1	·	5	1738	-1	-6	-5	·
COc1ccccc1/C=C(/CC(=O)NCc1ccccc1)c1nc2ccccc2s1	-2	0.6	0.4	5	·	14	1359	-7	-7	42	-9
Cc1cc(-n2c(C)cc(C(=O)CN3C(=O)NC4(CCCCCC4)C3=O)c2C)no1	-5	0.9	-0.8	100*	·	-5	1415	2	1	8	12
O=C(Nc1cccc2ccccc12)/C(=C/c1ccc([N+](=O)[O-])cc1)NC(=O)c1ccccc1	0	1	-4.1	12	·	12	1433	-1	-7	-3	·
Cc1sc(NC(=O)CSc2nnc3scc(-c4ccccc4)n23)c(C#N)c1C	4	0.8	1.7	0	·	0	1334	7	-5	18	4
CCOC(=O)C1(CCOC)CCN(Cc2nc(C(C)C)cs2)CC1	4	0.9	0.5	-5	-0.11	1	1612	8	-9	8	-3
Cc1cc(N2CCC(C(=O)NCC3CC3)CC2)nc(-c2ccccc2)n1	8	1	2.1	0	·	-8	1761	13	-7	-2	16
CC(C)[C@H](NC(=O)C1(c2ccccc2)CCN(C(=O)OC(C)(C)C)CC1)C(=O)O	10	1	-1.2	-2	·	-5	1699	11	11	3	-26
C=CCN(CC=C)Cc1nc(N)nc(Nc2ccccc2C)n1	4	1	0.0	40	0.45	8	1668	-3	0	4	-12
O=C(CCC1CCCN(C(=O)c2ccsc2)C1)NCc1ccc(F)c(F)c1 (stereo not drawn)	4	0.9	0.6	3	0.032	-11	1746	0	5	10	-15
CCCN1C(=O)/C(=c2\s/c(=C3\C=Cc4ccccc4N3CC)c(=O)n2-c2ccccc2)SC1=S	-2	0.9	0.7	-6	·	-3	1434	4	-7	14	0
Fc1ccc(C2CC(c3ccc(F)cc3)n3ncnc3N2)cc1 (stereo not drawn)	4	1	2.1	1	·	-2	1726	3	3	-2	-2

Sorted by SMILES length (largest number first): part of the list above.
SMILES	PPARg SRC-3 ag	bIAP activator	Redox H2O2 prof	L major viab	ROMK mod	TLR4-MyD88 BLA	TR-FRET SRC-2 ct	PPARg SRC1 recr	PPARg SRC2 recr	bIAP inhibitor	S1P3 antag
O=C(Nc1cccc2ccccc12)/C(=C/c1ccc([N+](=O)[O-])cc1)NC(=O)c1ccccc1	0	1	-4.1	12	·	12	1433	-1	-7	-3	·
COc1ccc(CCCc2nnc(SCC(=O)N/N=C\c3ccc(O)c(OC)c3)o2)cc1C	-6	0.9	-4.3	26	-0.31	-7	1565	1	4	6	·
COc1ccc(-n2c(=O)[nH]cc(C(=O)N3CCCc4ccccc43)c2=O)cc1	-11	1	-0.3	-4	-0.41	-4	1814	3	6	1	12
COc1ccc(OCC(=O)Nc2ccc(S(=O)(=O)N3CCOCC3)cc2)cc1	-1	0.8	3.0	-3	·	1	1407	-7	11	16	-2
O=C(COC(=O)c1cccc(C(=O)OCC(=O)NC2CC2)n1)NC1CC1	-2	1	-1.8	2	0.68	-5	1546	-4	-6	0	-9
Cc1ccc(S(=O)(=O)NNC(=O)C2COc3ccccc3O2)cc1C (stereo not drawn)	-1	1.2	-0.6	-6	0.097	0	1530	2	-5	-22	11
CCOC(=O)C1(CCOC)CCN(Cc2nc(C(C)C)cs2)CC1	4	0.9	0.5	-5	-0.11	1	1612	8	-9	8	-3
Fc1ccc(C2CC(c3ccc(F)cc3)n3ncnc3N2)cc1 (stereo not drawn)	4	1	2.1	1	·	-2	1726	3	3	-2	-2
O=C(Oc1cccc([N+](=O)[O-])c1)N1CCCCC1	2	1	-0.5	15	-0.91	-24	1543	-10	1	-2	19
C=CCN(CC=C)Cc1nc(N)nc(Nc2ccccc2C)n1	4	1	0.0	40	0.45	8	1668	-3	0	4	-12
O=S(=O)(c1ccc(C2CCCCC2)cc1)N1CCCC1	6	0.8	-9.1	4	·	1	1694	0	4	24	·
Cc1ccccc1C(=O)NNC(=O)c1ccoc1C	12	1.1	-5.0	1	·	5	1738	-1	-6	-5	·

(listing goes on)
SMILES	PPARg SRC-3 ag	bIAP activator	Redox H2O2 prof	L major viab	ROMK mod	TLR4-MyD88 BLA	TR-FRET SRC-2 ct	PPARg SRC1 recr	PPARg SRC2 recr	bIAP inhibitor	S1P3 antag
Cc1cc(C)c2cc(CN(CCN(C)C)C(=O)Nc3ccccc3Cl)c(=O)[nH]c2c1	2	1.1	-0.6	58*	-1.4	3	1456	11	6	-12	2
Clc1ccc(N2CCOCC2)nn1	-3	0.9	-0.7	-2	·	7	1679	10	-1	6	-6
O=C(CN1CCSCC1)N/N=C/c1ccc(Cl)cc1	1	1	-1.1	7	0.33	-19	1647	7	0	2	-2
O=[N+]([O-])c1cccc(-c2nnc(CNC3CC3)o2)c1	-2	1.2	-0.4	-5	0.55	8	1686	-7	-1	-17	6
CSCCC1NC(=O)N(CC(=O)Nc2c(C(C)C)cccc2C(C)C)C1=O (stereo not drawn)	0	1.2	0.4	6	0.0065	9	1528	3	-1	-16	-6
CCOC(=O)c1sc2ccccc2c1OC(=O)c1ccccc1OC	-3	1	0.4	0	·	-3	1374	-3	-5	2	15
O=C(NCCO)Nc1ccc2nsnc2c1	-2	1	0.4	12	0.78	-2	1655	-3	3	0	-12
Cc1cccc(Cn2cnc3c(nnn3Cc3ccc(Cl)cc3)c2=O)c1	2	1	-1.2	-3	-0.94	4	1482	4	3	2	-21
COc1ccc(C(=O)OCC(=O)NCC2CCCO2)cc1S(=O)(=O)N1CCCc2ccccc21 (stereo not drawn)	-2	1	-0.6	3	0.59	-10	1413	-7	-1	4	-3
CCOC(=O)CCP(=O)(O)C(O)c1ccc(OC)cc1 (stereo not drawn)	16	1.1	14	-5	1.7	0	1581	9	9	-12	-31
Cc1noc(C)c1COC(=O)CCc1ccc(S(=O)(=O)N2CCCCC2)cc1	7	1	0.3	-2	-2.1	5	1598	11	5	-1	20
N#CCCCN1C(=O)C(=C(C#N)C#N)c2ccccc21	5	0.9	0.4	-8	-0.15	5	1432	-1	1	10	-6
CC(C)(C)NC(=O)C(=O)NN=C1CCCCCCCCCCC1	2	0.9	-0.9	1	-0.14	8	1654	4	7	9	-13
COC(=O)N(C)c1ccccc1C(=O)N1CCOCC1	14	0.9	1.3	-2	·	-4	1382	4	-2	6	·
COc1ccc(/C=C(\NC(=O)c2ccccc2)C(=O)N/N=C/c2sccc2C)cc1	2	0.9	0.5	3	·	6	1576	2	1	7	-12
Cc1cc(=O)[nH]c(NN=C(CC(C)C)CC(C)C)n1	-1	0.6	0.5	-1	·	-3	1443	4	1	42	-1
C=CCn1c(SCC(=O)NC(=O)c2cccc([N+](=O)[O-])c2)nnc1-c1ccccc1F	-2	1	-0.2	-5	-0.28	-11	1552	4	2	0	6
CN(Cc1cccs1)CC(O)COCc1ccco1 (stereo not drawn)	-1	1	2.1	-1	·	-3	1327	1	-7	2	-22
O=C(CCN1CCCCCC1)Nc1ccc2c(c1)OCCO2	3	1.1	-0.9	-7	1.5	8	1616	1	6	-7	-1
CC(=O)OC1=C(C#N)Cn2ccc3cccc1c32	20	0.9	0.3	2	-1.5	-4	1618	15	9	14	-39
CCOC(=O)N1CCN(C(=O)c2ccc(N(C)S(C)(=O)=O)cc2)CC1	4	0.9	1.5	-7	-0.044	5	1429	-7	-4	11	-4
C=COC(=O)CSc1nc(-c2cccs2)ccc1C#N	9	1	-1.4	-5	0.84	21	2052*	17	19	3	·
CCc1nnc2n1N=C(c1ccc(-c3cc(Cl)ccc3Cl)o1)CS2	5	0.8	0.0	9	·	-1	1596	5	8	22	·
COC(=O)c1cc(NC(=S)Nc2cc(Cl)cc(Cl)c2)cc(C(=O)OC)c1	-1	1	0.5	7	2.5	-9	1754	3	2	3	-2
c1ccc2sc(Cc3nnc4n3CCCCC4)nc2c1	-6	0.9	-0.5	-9	·	-3	1501	3	6	9	9
(continued)
SMILES	PPARg SRC-3 ag	bIAP activator	Redox H2O2 prof	L major viab	ROMK mod	TLR4-MyD88 BLA	TR-FRET SRC-2 ct	PPARg SRC1 recr	PPARg SRC2 recr	bIAP inhibitor	S1P3 antag
Oc1ccc(N=Nc2n[nH]c(-c3ccc(Cl)cc3)n2)cc1	10	0.6	-3.3	0	0.31	-7	1368	0	5	43	·
CCC(=O)N1c2ccccc2-c2nnc(SC)nc2OC1c1ccc(OC)c(OC)c1 (stereo not drawn)	-5	0.9	-1.3	6	·	16	1532	-2	-6	5	-6
O=C(O)c1ccc(/C=N/Nc2nnnn2-c2ccccc2)cc1	8	0.9	-0.4	41	0.00059	9	1712	5	3	8	-4
Cc1ccc(-n2nc3ccc(NC(=O)C(C)C)cc3n2)cc1	-4	1.1	-0.6	12	-1	-6	1451	-1	-5	-6	10
Cn1c(CN2CCCC2)nc2cc(NC(=O)C3CCCCC3)ccc21	6	1.1	0.5	1	·	-5	1580	2	8	-6	·
O=C(CN1CCCCCCC1)N/N=C/c1ccc(F)cc1F	3	1	0.0	61*	-0.02	13	1444	8	-4	4	1

Screening results from PubChem BioAssay.

Rows are unselected (roughly 11% active in at least one column).
